C diff HTS: C. difficile growth inhibitors, primary screen, HTS. Clostridium difficile clinical isolate growth, OD600, 24 h; stronger effect = lower value. growth activity, negative = inhibition, % at 16 µg/mL (by protocol). 0.25% of 86,000 active. AID 1259249, 2017;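 active = mean growth activity at or below -80% and every replicate also at or below -80%; inconclusive = mean at or below -80% but some replicate above -80%; inactive = mean growth activity above -80%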;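 also: 0% = DMSO wells and -100% = levofloxacin 16 µg/mL wells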
Pf Dd2 inh: P. falciparum Dd2 growth inhibitors, primary screen, SYBR Green fluorescence, single dose replicates; 72 h; stronger effect = lower value; activity change, % at 10 µM; 2.3% of 94,000 active; AID 1159554, 2015; in the data active = activity change below about -80%; inconclusive = no clear call, values can overlap the other calls
Tcruzi prolif: T. cruzi intracellular proliferation inhibitors, primary screen, cell-based, beta-gal Tulahuen parasites, NIH3T3 host, luminescence. T. cruzi beta-gal in NIH3T3, GalScreen luminescence, 90 h. inhibition, % at 8.34 µM. 5.9% of 77,000 active;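 active = mean inhibition above about 93%, with at least 55% of replicates each passing it, limit read from the data, passing the limit was not always enough; inconclusive = only one of those two conditions holds; inactive = neither condition holds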
GASC1 inh: inhibitors of GASC-1 (KDM4C) histone demethylase, primary screen, biochemical, single concentration HTS | Lysine-specific demethylase 4C (Homo sapiens), Q9H3R0 | GST-KDM4C 2-372, H3K9me3 peptide, LANCE TR-FRET | inhibition, % at 12.5 µM | 0.15% of 96,000 active;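 active = mean replicate inhibition above about 25%, with at least 55% of replicates also reaching it, limit read from the data, passing the limit was not always enough; inconclusive = only one of those two conditions met; inactive = neither condition met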
Target sequence (Q9H3R0 2-372 limits assumed): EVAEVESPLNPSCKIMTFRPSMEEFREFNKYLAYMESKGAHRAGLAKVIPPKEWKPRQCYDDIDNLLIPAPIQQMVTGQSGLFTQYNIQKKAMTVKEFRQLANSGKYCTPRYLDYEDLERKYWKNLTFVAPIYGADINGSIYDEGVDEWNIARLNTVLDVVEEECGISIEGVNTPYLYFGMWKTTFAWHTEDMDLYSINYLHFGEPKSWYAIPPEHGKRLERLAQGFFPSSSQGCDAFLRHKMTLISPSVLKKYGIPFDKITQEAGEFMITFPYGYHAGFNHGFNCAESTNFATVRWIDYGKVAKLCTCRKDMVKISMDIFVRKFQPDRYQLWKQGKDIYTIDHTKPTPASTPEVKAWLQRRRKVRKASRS
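System: N-terminal GST-fused human GASC-1 (KDM4C) fragment, residues 2-372; amount: enzyme final amount 10 nM; incubation: reaction 30 min RT, detection step 1 h RT; medium: HEPES buffer, pH 7.5, plus ascorbate; technique: LANCE TR-FRET, Eu antibody, ULight-streptavidin, EDTA, ex 340 nm, em 618/671 nm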
Active calls of the source: *; ? = inconclusive; . = not tested or not shown; & = joins results of further samples. Random draw from the library (roughly 7% active in at least one column).

SMILES	C diff HTS	Pf Dd2 inh	Tcruzi prolif	GASC1 inh
C[C@H](CO)N1C[C@H](C)[C@H](CN(C)C(=O)c2ccncc2)Oc2cc(C#CC3(O)CCCC3)ccc2S1(=O)=O	2	25	40	2.5
CCCC#Cc1ccc([C@@H]2[C@@H](CO)N(S(C)(=O)=O)[C@H]2C#N)cc1	5	-30	87	-0.8
C[C@H](CO)N1C[C@H](C)[C@H](CN(C)Cc2ccc(Cl)c(Cl)c2)Oc2ccc(NC(=O)Nc3ccc(C(F)(F)F)cc3)cc2CC1=O	7	-48	77	4.2
CC(=O)N1[C@@H]2c3ccc(-c4ccncc4)c(=O)n3C[C@@H]2[C@@H](CO)[C@@H]1C(=O)NCc1ccccc1Cl	-5	10	75	-3.1
CC(C)C(=O)Nc1ccc2c(c1)C(=O)N(C)[C@@H]1CC[C@@H](CC(=O)NCc3ccccc3F)O[C@H]1CO2	21	-1	-26	0.2
O=C(c1ccc2c(c1)OCO2)N1CC(=O)N2[C@H](CO)[C@H](c3ccc(-c4ccccc4)cc3)[C@@H]2C1	5	5	.	1.4
C[C@@H]1CCCCO[C@H](CN(C)S(=O)(=O)c2ccc(Cl)cc2)[C@@H](C)CN([C@@H](C)CO)C(=O)c2cc(NC(=O)CCCN(C)C)ccc2O1	1	-71	34	5.1
COc1ccc(NC(=O)N2[C@@H]3CNC[C@H]2C3c2ccc(-c3cccc(C(=O)N(C)C)c3)cc2)cc1 (stereo partly specified)	-9&-1	11&34	.	-0.7&0.8
Cc1noc(C)c1NC(=O)Nc1ccc2c(c1)C(=O)N([C@H](C)CO)C[C@@H](C)[C@H](CN(C)S(=O)(=O)c1c(C)noc1C)OCCCC[C@H](C)O2	-6	-4	19	-0.4
C[C@@H]1CN([C@H](C)CO)C(=O)Cc2cc(N(C)C)ccc2O[C@@H]1CN(C)Cc1ccc(C(F)(F)F)cc1	0	4	50	-1.6
O=C(NCC1CC1)[C@@H]1[C@@H](CO)[C@@H]2Cn3c(ccc(-c4cccc(F)c4)c3=O)[C@@H]2N1CC1CCOCC1	-3	.	26	4.1
C[C@H](CO)N1C[C@H](C)[C@H](CN(C)Cc2ccc3cccnc3c2)OCc2cnnn2CCCC1=O	1	2	111*	-1.3
COCC#Cc1ccc2c(c1)O[C@@H](CN(C)C(=O)c1ccccc1)[C@@H](C)CN([C@@H](C)CO)S2(=O)=O	1	-50	-37	-0.4
Cc1ccc(S(=O)(=O)N(C)C[C@H]2Oc3ccc(NC(=O)c4ccncc4)cc3CC(=O)N([C@@H](C)CO)C[C@H]2C)cc1	4	-1	33	-4.2
C[C@H](CO)N1C[C@H](C)[C@@H](CN(C)C(=O)Nc2ccccc2)OCc2ccccc2-c2c(n(C)c3ccccc23)C1=O	.	-69	72	0.8
CN1C(=O)c2cc(NC(=O)Cc3cccs3)ccc2OC[C@H]2O[C@@H](CC(=O)NCC3CC3)CC[C@@H]21	1	0	-9	4.9
C[C@H](CO)N1C[C@H](C)[C@@H](CN(C)C(=O)NC2CCCCC2)Oc2c(NS(=O)(=O)c3cccs3)cccc2C1=O	.	-33	-18	1.9
CCS(=O)(=O)N1[C@H](CO)[C@H](c2ccc(C#CCC3CCCC3)cc2)[C@@H]1C#N	-21	-79	88	-1.4
O=C(C1CCCC1)N1CCCCN2[C@H](CO)[C@H](c3ccc(-c4ccncc4)cc3)[C@H]2C1	-7	5	87	.
C[C@H](CO)N1C[C@H](C)[C@@H](CN(C)S(=O)(=O)c2cccs2)Oc2ccc(NC(=O)Nc3cccc4ccccc34)cc2C1=O	.	7	-27	1.7
C[C@H]1CCCCO[C@H](CN(C)C(=O)Nc2ccc(F)cc2)[C@@H](C)CN([C@@H](C)CO)C(=O)c2cc(NS(=O)(=O)c3cccs3)ccc2O1	0	-54	54	-1.4
O=C(N[C@@H]1CC[C@H](CCNS(=O)(=O)c2ccc(F)cc2)O[C@H]1CO)C1CCCC1	-3	16	.	1.3
C[C@@H]1CN([C@@H](C)CO)C(=O)c2cc(NC(=O)CCN3CCOCC3)ccc2O[C@H]1CN(C)S(=O)(=O)c1cn(C)cn1	-4	21	78	0.4
Cc1ccc(S(=O)(=O)N[C@@H]2CC[C@H](CCNC(=O)C3CC3)O[C@H]2CO)cc1	0	.	.	-1.9
O=C(C[C@@H]1C[C@H]2c3cc(NC(=O)C4CCOCC4)ccc3O[C@H]2[C@H](CO)O1)NC1CCCCC1	-6	5	13	-0.1
CC(=O)N(C)C[C@H]1[C@@H](c2ccc(-c3cccc(F)c3)cc2)[C@@H](CO)N1C(C)=O	-5	-5	.	0.9
C[C@@H]1CN([C@H](C)CO)C(=O)c2cc(C#Cc3ccccc3F)cnc2O[C@H]1CN(C)S(C)(=O)=O	.	-29	64	-2.1
CC(=O)N(C)C[C@H]1Oc2ncc(-c3ccccc3F)cc2C(=O)N([C@@H](C)CO)C[C@@H]1C	0	40	26	-1.4
COc1ccccc1C#Cc1ccc([C@H]2[C@H](C#N)N(C(=O)C3CCCC3)[C@H]2CO)cc1	-15	-65	.	0.6
O=C(NC[C@H]1CC[C@H]2[C@H](CN2Cc2ccccc2F)O1)C1CC1	-5	39	.	.
O=C1CN(S(=O)(=O)Cc2ccccc2)C[C@H]2[C@H](c3ccc(C#CC4CC4)cc3)[C@H](CO)N12	-1	-54	.	0.1
NCC[C@H]1CC[C@H](NS(=O)(=O)c2ccc(Cl)cc2)[C@H](CO)O1	.	14	7	1.9
COc1cccc(-c2ccc([C@H]3[C@@H](CO)N4CCCCN(C(=O)NC(C)C)C[C@H]34)cc2)c1	10	11	117*	-0.2
O=C(C[C@@H]1CC[C@H]2[C@@H](COC[C@@H](O)CN2Cc2ccc(Cl)cc2)O1)Nc1nccs1	9	-28	57	-0.2
CC(C)NC(=O)N[C@H]1C=C[C@H](CC(=O)NCCCN(C)C)O[C@@H]1CO	.	37	25	2.5
C[C@@H]1CN([C@H](C)CO)S(=O)(=O)c2ccc(/C=C/c3ccccc3)cc2O[C@H]1CN(C)Cc1ccc(C(=O)O)cc1	-98*	-28	76	-0.1
O=C(C[C@@H]1CC[C@@H](NC(=O)Nc2ccc(F)cc2)[C@@H](CO)O1)NCc1ccccn1	0	0	4	-0.4
C[C@H](CO)N1C[C@H](C)[C@@H](CN(C)Cc2ccccc2)Oc2ccc(NC(=O)Cc3ccccc3)cc2CC1=O	-3	-38	95	2.8
C[C@@H]1CN([C@@H](C)CO)C(=O)c2cccc(NC(=O)C3CCCCC3)c2O[C@H]1CN(C)Cc1ccc(-c2ccccc2)cc1	3	-6	-52	0.5
CS(=O)(=O)N(CC1CCC1)C[C@@H]1N[C@H](CO)[C@@H]1c1ccccc1	2	-10	-25	0.6

Part of the list above in order of SMILES length, smallest number first.
SMILES	C diff HTS	Pf Dd2 inh	Tcruzi prolif	GASC1 inh
O=C(NC[C@H]1CC[C@H]2[C@H](CN2Cc2ccccc2F)O1)C1CC1	-5	39	.	.
CC(C)NC(=O)N[C@H]1C=C[C@H](CC(=O)NCCCN(C)C)O[C@@H]1CO	.	37	25	2.5
Cc1ccc(S(=O)(=O)N[C@@H]2CC[C@H](CCNC(=O)C3CC3)O[C@H]2CO)cc1	0	.	.	-1.9
COc1ccccc1C#Cc1ccc([C@H]2[C@H](C#N)N(C(=O)C3CCCC3)[C@H]2CO)cc1	-15	-65	.	0.6
O=C(C[C@@H]1CC[C@@H](NC(=O)Nc2ccc(F)cc2)[C@@H](CO)O1)NCc1ccccn1	0	0	4	-0.4
CC(=O)N(C)C[C@H]1[C@@H](c2ccc(-c3cccc(F)c3)cc2)[C@@H](CO)N1C(C)=O	-5	-5	.	0.9
COc1cccc(-c2ccc([C@H]3[C@@H](CO)N4CCCCN(C(=O)NC(C)C)C[C@H]34)cc2)c1	10	11	117*	-0.2
O=C1CN(S(=O)(=O)Cc2ccccc2)C[C@H]2[C@H](c3ccc(C#CC4CC4)cc3)[C@H](CO)N12	-1	-54	.	0.1
O=C(C[C@@H]1C[C@H]2c3cc(NC(=O)C4CCOCC4)ccc3O[C@H]2[C@H](CO)O1)NC1CCCCC1	-6	5	13	-0.1
C[C@H](CO)N1C[C@H](C)[C@@H](CN(C)Cc2ccccc2)Oc2ccc(NC(=O)Cc3ccccc3)cc2CC1=O	-3	-38	95	2.8
C[C@@H]1CN([C@H](C)CO)S(=O)(=O)c2ccc(/C=C/c3ccccc3)cc2O[C@H]1CN(C)Cc1ccc(C(=O)O)cc1	-98*	-28	76	-0.1
C[C@@H]1CN([C@@H](C)CO)C(=O)c2cccc(NC(=O)C3CCCCC3)c2O[C@H]1CN(C)Cc1ccc(-c2ccccc2)cc1	3	-6	-52	0.5
C[C@@H]1CN([C@@H](C)CO)C(=O)c2cc(NC(=O)CCN3CCOCC3)ccc2O[C@H]1CN(C)S(=O)(=O)c1cn(C)cn1	-4	21	78	0.4
C[C@H]1CCCCO[C@H](CN(C)C(=O)Nc2ccc(F)cc2)[C@@H](C)CN([C@@H](C)CO)C(=O)c2cc(NS(=O)(=O)c3cccs3)ccc2O1	0	-54	54	-1.4

More compounds follow.
SMILES	C diff HTS	Pf Dd2 inh	Tcruzi prolif	GASC1 inh
CO[C@H]1CN(C)C(=O)c2ccc(NS(=O)(=O)CC(F)(F)F)cc2OC[C@H](C)N(Cc2cccnc2)C[C@@H]1C	.	-14	77	1.9
COCCNC(=O)[C@H]1[C@H](CO)[C@H]2Cn3c(cccc3=O)[C@@H]1N2Cc1cccc(Cl)c1	-3	.	18	0.1
C[C@H](CO)N1C[C@H](C)[C@@H](CN(C)CC2CCCCC2)Oc2ccc(NC(=O)CCC(F)(F)F)cc2C1=O	8	12	?	.
C[C@@H]1CN([C@@H](C)CO)C(=O)c2cc(C#CC3(O)CCCC3)cnc2O[C@@H]1CN(C)Cc1cncnc1	-2	21	10	-1.1
O=C(NCC[C@@H]1CC[C@H](NC(=O)C2CCCC2)[C@H](CO)O1)c1ccc(F)cc1	2	-7	.	-3.1
CCCC#Cc1ccc([C@H]2[C@H](C#N)N(C(=O)CN3CCOCC3)[C@H]2CO)cc1	7	14	93	1.3
CO[C@@H]1CN(C)C(=O)c2ccc(NS(=O)(=O)c3cn(C)cn3)cc2OC[C@@H](C)N(Cc2cccc(F)c2)C[C@H]1C	-3	-10	9	1.2
CO[C@@H]1CN(C)C(=O)c2cc(NC(=O)c3ccccc3F)ccc2OC[C@@H](C)N(C(C)=O)C[C@@H]1C	.	15	76	1.5
CC(C)C#Cc1ccc2c(c1)O[C@H](CN(C)C(=O)C1CCC1)[C@@H](C)CN([C@@H](C)CO)S2(=O)=O	.	-18	103*	0.2
COc1ccc(S(=O)(=O)N[C@H]2C=C[C@H](CC(=O)NCCc3ccccc3)O[C@@H]2CO)cc1	1	5	10	-1.2
C[C@@H]1CN([C@@H](C)CO)S(=O)(=O)c2ccc(-c3cccc(C#N)c3)cc2O[C@H]1CN(C)C(=O)c1ccccc1	5	-54	67	0.0
C[C@@H]1CN([C@@H](C)CO)C(=O)CCCn2nncc2CO[C@H]1CN(C)C(=O)Nc1cccc2ccccc12	0	-13&-19	-54&-30	-0.6
C[C@H]1CN([C@@H](C)CO)C(=O)Cc2cc(NC(=O)Nc3ccc(F)cc3)ccc2O[C@@H]1CN(C)Cc1ccncc1	9	19	39	.
CCN1[C@H](C(=O)NCc2ccccc2)[C@@H](CO)[C@@H]2Cn3c(ccc(-c4cccnc4)c3=O)[C@@H]21	-1	-4	23	2.0
C[C@H]1CN([C@@H](C)CO)C(=O)c2cc(NC(=O)Nc3cccc4ccccc34)ccc2O[C@H]1CN(C)Cc1ccc(-c2ccccc2)cc1	4	-12	81	-4.5

Bioassay records from PubChem.
